Source: PubChem
TRHR agonist: qHTS for Small Molecule Agonists and Allosteric Enhancers of Human TRH Receptor: Primary Screen for Agonists. AID 493084, 2011. TRHR cells, calcium flux fluo-8, FDSS agonist mode. Thyrotropin-releasing hormone receptor (Homo sapiens), P34981. 360,000 tested, 0.18% active. activation, % at 2 µM; also: 0% is about no effect
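In this calcium-flux screen, cells bearing human TRHR are dye-loaded with fluo-8, baselined for 10 cycles, then exposed to library compounds; positive kinetic calcium responses during the agonist phase mark hits, with TRH as control.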
D2 antagonist: HTS Assay for Allosteric Antagonists of the Human D2 Dopamine Receptor: Primary Screen for Antagonists; D(2) dopamine receptor (Homo sapiens), P14416; 340,000 tested, 2% active; HEK293 TREx D2 cells, calcium flux, dopamine EC80; inhibition, % at 10 µM; in the data active = inhibition above about 30%; also: 0% is about no effect
Target sequence (P14416 whole entry, looked up): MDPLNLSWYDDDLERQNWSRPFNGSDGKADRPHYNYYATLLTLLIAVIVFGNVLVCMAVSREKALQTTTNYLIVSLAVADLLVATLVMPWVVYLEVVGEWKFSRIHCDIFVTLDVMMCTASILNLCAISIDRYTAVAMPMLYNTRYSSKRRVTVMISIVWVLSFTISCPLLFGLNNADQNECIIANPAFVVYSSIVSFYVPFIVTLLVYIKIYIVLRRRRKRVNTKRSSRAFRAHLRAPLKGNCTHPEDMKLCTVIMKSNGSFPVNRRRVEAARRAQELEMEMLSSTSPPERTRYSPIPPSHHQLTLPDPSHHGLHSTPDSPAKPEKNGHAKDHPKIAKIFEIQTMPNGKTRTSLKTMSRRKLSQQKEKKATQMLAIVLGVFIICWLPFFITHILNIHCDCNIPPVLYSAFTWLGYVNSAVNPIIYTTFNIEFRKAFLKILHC
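Dopamine at EC80 is the agonist stimulus; test compounds precede it by 180 s. Calcium flux read kinetically in a force-coupled, inducible HEK293 T-REx D2 cell line.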
TRHR PAM: qHTS for Small Molecule Agonists and Allosteric Enhancers of Human TRH Receptor: Primary Screen for Enhancers | TRHR cells, fluo-8 calcium fluorescence, EC20 TRH enhancement | Thyrotropin-releasing hormone receptor (Homo sapiens), P34981 | 360,000 tested, 0.66% active | enhancement, % at 2 µM; in the data active = enhancement above about 30%; also: 0% is about no effect
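Enhancer read-out: after compound pinning and an initial kinetic agonist-mode read, an EC20 of TRH (10 nM final) was injected and fluo-8 calcium signal (Ex 480/Em 530) followed at 1 s/cycle for 100 cycles in TRHR-expressing cells.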
D1 antagonist: Antagonist of Human D 1 Dopamine Receptor: qHTS; 360,000 tested, 3.2% active; HEK293 TREx D1 cells, calcium flux, dopamine EC80; hits give low values; D(1A) dopamine receptor (Homo sapiens), P21728; activity change, negative = inhibition, % at 10 µM; in the data active = activity change below about -30%; also: % is scaled to controls: 0 for no effect and ±100 for the full control effect
Target sequence (P21728 whole entry, looked up): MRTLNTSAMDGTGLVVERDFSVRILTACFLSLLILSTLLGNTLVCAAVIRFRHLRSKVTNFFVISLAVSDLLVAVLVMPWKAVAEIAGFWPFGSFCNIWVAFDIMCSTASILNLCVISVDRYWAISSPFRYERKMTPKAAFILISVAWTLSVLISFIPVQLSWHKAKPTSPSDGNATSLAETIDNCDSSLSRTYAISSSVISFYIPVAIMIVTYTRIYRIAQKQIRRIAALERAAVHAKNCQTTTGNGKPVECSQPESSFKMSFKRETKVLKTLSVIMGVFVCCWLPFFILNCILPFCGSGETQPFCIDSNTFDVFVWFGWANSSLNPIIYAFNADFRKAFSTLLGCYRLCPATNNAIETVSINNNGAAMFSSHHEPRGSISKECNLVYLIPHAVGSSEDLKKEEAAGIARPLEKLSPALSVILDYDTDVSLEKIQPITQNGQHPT
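Kinetic fluorescence of a calcium dye serves as the read-out. D1-expressing Hek293 Trex cells, induced overnight at 30 C, are exposed to compound for 180 s before an EC80 dopamine addition, then read 180 s further.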
D1 PAM: Potentiators of Human D1 Dopamine Receptor: qHTS | HEK293 TREx D1 cells, calcium flux, dopamine EC20 potentiation | potentiation, % at 10 µM | D(1A) dopamine receptor (Homo sapiens), P21728 | 360,000 tested, 0.036% active; in the data active = potentiation above about 30%; also: 0% is about no effect
D1 agonist: Allosteric Agonists of the Human D1 Dopamine Receptor: qHTS | HEK293 T-REx D1 cells, calcium flux, agonist mode | activation, % at 2 µM | 360,000 tested, 1% active; also: 0% is about no effect
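Tetracycline-induced HEK293 TREx D1 cells, force-coupled to calcium signalling, were dye-loaded with a no-wash calcium kit. Compound was pin-added after a 10 s baseline. Fluorescence was read kinetically at 1 cycle/s for 180 s, with calcium rises flagged as agonism.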
D2 potentiator: HTS Assay for Positive Allosteric Modulators of the Human D2 Dopamine Receptor: Primary Screen for Potentiators | 340,000 tested, 0.34% active | AID 485347, 2010 | HEK293 T-REx D2, calcium flux, EC20 dopamine potentiation | D(2) dopamine receptor (Homo sapiens), P14416 | potentiation, % at 10 µM;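 active = potentiation over 3 SD above the plate norm, cut at about 30% in these data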; also: 0% is about no effect
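Potentiation of an EC20 dopamine calcium response is measured in a force-coupled, tetracycline-inducible Hek293 Trex D2 line. Compound-only kinetic reads over 180 s flag agonists before dopamine addition.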
RXFP1 antagonist: qHTS Assay for Antagonists of the Relaxin Receptor RXFP1. HEK293-RXFP1, relaxin-stimulated cAMP HTRF, 30 min; hits give low values. activity change, negative = inhibition, % at 57.5 µM. 350,000 tested, 0.59% active. Relaxin receptor 1 (Homo sapiens), Q9HBX9. AID 1259400, 2018;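 active = activity change of -60% or lower, but not beyond a set lower limit; inconclusive = change between -60% and -40%, or beyond the set limit; inactive = change above -40%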; also: % is scaled to controls: 0 for no effect and ±100 for the full control effect
D2 agonist: HTS Assay for Allosteric Agonists of the Human D2 Dopamine Receptor: Primary Screen for Agonists; D(2) dopamine receptor (Homo sapiens), P14416; HEK293 T-REx D2 cells, calcium flux agonist mode; activation, % at 2 µM; 340,000 tested, 0.53% active; AID 485358, 2010;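 active = activation over 3 SD above normal in the single-dose calcium agonist read, cut at about 30% in these data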; also: 0% is about no effect
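Agonism scored from kinetic calcium signal (1 read/sec, 180 s) following compound pin transfer, after a 10 s baseline. Cells: HEK293 Trex line expressing inducible D2 receptor coupled to calcium, dye-loaded after overnight culture at 30 C.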
* = called active by the depositor; u = inconclusive; x = not tested or not shown; & = joins results of further samples. Rule as the data show it, unless noted: active = activation above about 30%; inactive = the rest.

SMILES	TRHR agonist	D2 antagonist	TRHR PAM	D1 antagonist	D1 PAM	D1 agonist	D2 potentiator	RXFP1 antagonist	D2 agonist
Cc1ccc(S(=O)(=O)Nc2ccc(Oc3cccnc3)nc2)cc1	0.2	9	-5	0	-2	12	2	5	0.0
O=S(=O)(NCCCCCCNS(=O)(=O)c1c(F)cccc1F)c1ccc2c(c1)OCCO2	0.5&0.9	-5	8&4	-12&-19	1&-6	4&15	-6	x	-0.5
O=C(COc1ccc(Br)cc1)NNC(=O)c1ccc(-n2cncn2)c([N+](=O)[O-])c1	1.5	18	8	-6	-7	2	2	-1	0.1
Cc1ccc(N2CCN(/N=C/C=C/c3ccccc3)CC2)cc1	0.3	-4	-6	-18	7	1	4	x	0.0
O=C(CCN1C(=O)C2CCCCC2C1=O)Nc1nc(-c2ccc(F)c(F)c2)cs1 (stereo not drawn)	-0.2	-3	-5	1	-5	1	-3	-22	1.2
Nc1ncnc2c1ncn2CCN1CCOCC1	-0.4	-1	-1	16	-1	0	-1	-9	0.5
CSc1cccc(CN2CCC(Oc3cccc(C(=O)N4CCCC4)c3)CC2)c1	-0.7	1	0	-12	-9	5	-32	-17	-1.4
CSC(=Nc1ccccc1)C(C#N)c1nc2ccccc2[nH]1 (stereo not drawn)	-0.2	-19	-1	8	-7	2	-6	-13	-0.1
CN1C(=O)N(CC(=O)Nc2cccc(S(=O)(=O)N(C)c3ccccc3)c2)C(=O)C12CCCCC2	-0.8	-11	8	-2	0	5	2	-3	0.2
CC(=O)Nc1cccc(-c2csc(Nc3ccc(C)cn3)n2)c1	0.1	6	0	3	-5	3	-4	-60*	-0.4
O=c1c2c(-c3ccco3)csc2nc(SCc2cn3cccnc3n2)n1-c1ccccc1	-0.9	3	-8	-3	-6	4	2	-25	0.0
Cc1nnc(-c2ccc(N3CCOCC3)c([N+](=O)[O-])c2)o1	-0.2	16	-2	-1	-6	1	-2	-12	0.1
COc1ccc(-n2c(COc3ccc(Cl)cc3)nnc2SCc2ccc(C#N)cc2)cc1	0.9	-4	-3	-4	-4	13	-1	-3	0.9
Cc1nc(CSc2nsc(/C=C/N(C)C)c2C#N)cs1	23	8	-4	-10	-8	31*	-6	u	16
CCCc1ccc(OCc2ccc(C(=O)Nc3ccccc3C(=O)OC)o2)cc1	1.3	x	3	-12	-2	17	9	-33	-0.2
COC(=O)CCSC(=S)N1CCOCC1	0.0	1	-3	12	0	5	1	9	0.4
CCN(CC)CCNC(=O)c1sc2nc3n(c(=O)c2c1C)CCCCC3	0.0	x	-9	2	-2	0	-12	-15	0.3
Cn1cc([N+](=O)[O-])c(C(=O)Nc2ccc(C3CCCCC3)cc2)n1	0.1	1	-5	-6	-7	2	-3	-15	9.4
Cc1oc(-c2ccccc2Cl)nc1Cn1c(SCc2cccc(F)c2)nc2cccnc21	1.6	x	1	7	4	13	4	14	1.6
COc1cc2c(cc1OC)CN(CC(=O)NC(=O)NCc1ccco1)CC2	-0.6	12	4	-2	-3	2	1	4	0.8
COc1cc(NC(=O)c2ccccc2-n2cnnn2)cc(OC)c1	-0.2	-7	5	14	8	3	-7	-1	0.1
O=C(CCn1c(=S)[nH]c2cc3c(cc2c1=O)OCO3)NCc1ccc(Cl)cc1	-0.6	10	-6	4	-3	0	16	-16	-1.5
O=C(NCc1ccccn1)c1c(O)c2cccc3c2n(c1=O)CC3	0.3	-1	-1	1	1	1	-7	-13	-0.4
N#Cc1cccc(NC(=O)Cn2cnc(S(=O)(=O)N3CCc4ccccc43)c2)c1	0.2	-9	6	11	-2	4	-4	-10	-0.1
CNC(=O)Cn1c(C)cc(=O)c2cccc(C)c21	0.0	x	-7	-3	-2	1	x	1	x
Fc1cccc(CN2CCCCCCC2)c1	0.2	-2	-1	8	0	2	11	6	-0.1
O=C(c1ccc(Cl)s1)N1CCN(C23CC4CC(CC(C4)C2)C3)CC1	1.4	-19	-2	-4	1	2	10	7	0.5
CCN(CC)CCn1c(=N)n(CCOc2ccccc2)c2ccccc21	0.8	0	11	-12	1	6	4	-21	0.5
Cc1ccc(SCC(=O)N(C)C2CCS(=O)(=O)C2)cc1 (stereo not drawn)	-0.3	0	1	4	6	2	-4	-5	1.6
O=C(CS(=O)CC(=O)N(c1ccccc1)C(C(=O)NC1CCCCC1)c1ccco1)Nc1ccc(F)cc1 (stereo not drawn)	-0.6	-4	2	7	-1	2	-2	-5	-0.8
CCN(CC)S(=O)(=O)c1cccc(-c2nnc(SCc3nc4ccccc4s3)o2)c1	2.1	-5	-1	-2	-2	5	2	3	-0.4
O=C(C1=C[C@H](c2ccccc2)C[C@H](OCCCCO)O1)N1CCOCC1	-0.1	-4	-3	-40*	-1	5	-4	x	-0.1
O=C(N/N=C/c1ccc(OC(F)F)cc1)c1ccc(Br)cc1	-0.2	31*	-1	-3	-7	-1	-20	x	-0.7
CCCCn1c(N)c(N(CCOC)C(=O)C2CCCN(C(=O)c3ccc(Cl)cc3)C2)c(=O)[nH]c1=O (stereo not drawn)	-0.2	2	2	32	-3	2	13	-7	-0.6
CCOc1cc(N2CCOCC2)c(OCC)cc1NC(=O)COC(=O)COc1cc(C)cc(C)c1	0.0	-8	-7	4	-8	2	0	7	0.2
COc1cc(O)c(C(CCN2CCOCC2)c2ccc(N(C)C)cc2)c(OC)c1 (stereo not drawn)	0.3	-40	8	17	-5	4	0	x	-0.3
Cc1ccc(Cl)c(OCC(O)CN(CCO)CCO)c1 (stereo not drawn)	-0.4	-16	-2	-8	-5	2	3	5	-2.0
COc1ccc(C2C3=C(CC(C)(C)CC3=O)Nc3n[nH]c(C)c32)cc1 (stereo not drawn)	-0.1	x	-2	-13	-2	0	x	7	x
CCOC(=O)c1[nH]c2ccccc2c1NC(=O)CN(C)C	-0.7	-4	-5	4	-1	2	-1	-5	0.1
CCOC(=O)CN(C(=O)CSc1nnc(CNc2ccc(F)cc2)n1C)c1ccccc1	-0.4	11	-2	9	-1	0	7	4	-0.9

Part of the list above in order of SMILES length, low to high:
SMILES	TRHR agonist	D2 antagonist	TRHR PAM	D1 antagonist	D1 PAM	D1 agonist	D2 potentiator	RXFP1 antagonist	D2 agonist
Cc1ccc(Cl)c(OCC(O)CN(CCO)CCO)c1 (stereo not drawn)	-0.4	-16	-2	-8	-5	2	3	5	-2.0
CNC(=O)Cn1c(C)cc(=O)c2cccc(C)c21	0.0	x	-7	-3	-2	1	x	1	x
Cc1ccc(SCC(=O)N(C)C2CCS(=O)(=O)C2)cc1 (stereo not drawn)	-0.3	0	1	4	6	2	-4	-5	1.6
COc1cc(NC(=O)c2ccccc2-n2cnnn2)cc(OC)c1	-0.2	-7	5	14	8	3	-7	-1	0.1
O=C(NCc1ccccn1)c1c(O)c2cccc3c2n(c1=O)CC3	0.3	-1	-1	1	1	1	-7	-13	-0.4
O=C(c1ccc(Cl)s1)N1CCN(C23CC4CC(CC(C4)C2)C3)CC1	1.4	-19	-2	-4	1	2	10	7	0.5
COc1cc(O)c(C(CCN2CCOCC2)c2ccc(N(C)C)cc2)c(OC)c1 (stereo not drawn)	0.3	-40	8	17	-5	4	0	x	-0.3
COc1ccc(C2C3=C(CC(C)(C)CC3=O)Nc3n[nH]c(C)c32)cc1 (stereo not drawn)	-0.1	x	-2	-13	-2	0	x	7	x
CCN(CC)S(=O)(=O)c1cccc(-c2nnc(SCc3nc4ccccc4s3)o2)c1	2.1	-5	-1	-2	-2	5	2	3	-0.4
CCOc1cc(N2CCOCC2)c(OCC)cc1NC(=O)COC(=O)COc1cc(C)cc(C)c1	0.0	-8	-7	4	-8	2	0	7	0.2
O=C(CS(=O)CC(=O)N(c1ccccc1)C(C(=O)NC1CCCCC1)c1ccco1)Nc1ccc(F)cc1 (stereo not drawn)	-0.6	-4	2	7	-1	2	-2	-5	-0.8

3 compounds already listed, ordered by heavy-atom count, highest first:
SMILES	TRHR agonist	D2 antagonist	TRHR PAM	D1 antagonist	D1 PAM	D1 agonist	D2 potentiator	RXFP1 antagonist	D2 agonist
COc1ccc(C2C3=C(CC(C)(C)CC3=O)Nc3n[nH]c(C)c32)cc1 (stereo not drawn)	-0.1	x	-2	-13	-2	0	x	7	x
CNC(=O)Cn1c(C)cc(=O)c2cccc(C)c21	0.0	x	-7	-3	-2	1	x	1	x
COC(=O)CCSC(=S)N1CCOCC1	0.0	1	-3	12	0	5	1	9	0.4

Other structures:
SMILES	TRHR agonist	D2 antagonist	TRHR PAM	D1 antagonist	D1 PAM	D1 agonist	D2 potentiator	RXFP1 antagonist	D2 agonist
O=C(NCc1ccc(F)cc1)c1cnc(N2CCOCC2)c2ccccc12	0.0	x	21	9	-3	0	-8	-24	x
Cc1cccc(-c2noc(CSc3ccccc3)n2)c1	0.1	-3	-3	3	-5	4	2	5	-0.4
CCOC(=O)Cn1cnc2scc(-c3ccc(C)c(C)c3)c2c1=O	1.1	-2	-7	6	-6	0	3	7	-2.8
CCCc1nnc(SCC(=O)N(CC)CC)n1CC1CCCO1 (stereo not drawn)	-0.2	-8	1	-5	-2	3	0	-5	0.2
COc1ccc(Cn2ncc3c4sc(C)cc4n(C)c3c2=O)cc1F	-1.1	x	5	-13	5	0	x	x	x
CCOc1cc(C2C(C(=O)OC)=CN(Cc3ccc(Cl)cc3)C=C2C(=O)OC)ccc1O	-0.6	8	-5	-7	-6	2	-8	-5	-0.4
COc1ccc(-n2c(CNC(=O)COc3ccc(Cl)cc3Cl)n[nH]c2=S)cc1	0.8	x	-10	-14	-3	-3	x	6	x
N#CC1=C(N)N2C(=C(C#N)C1c1ccc(Br)cc1)Nc1ccccc12 (stereo not drawn)	3.2	0	-4	-25	-11	21	2	-10	8.8
NC(=O)c1ccccc1NC(=O)C1CCCO1 (stereo not drawn)	0.8	-15	0	26	10	2	2	-2	0.0
Cc1ccc2nc(SCC(=O)N3CCN(c4ccccc4)CC3)[nH]c2c1	-0.5	-7	3	8	-4	1	-9	-8	-1.0
Cc1cccc(NC(=O)CN(C)C(=O)/C=C/c2ccccc2)c1C	-0.5	-28	1	28	-9	1	18	-1	-0.2
O=C(CCC(=O)c1ccc(F)cc1)OCc1nnc(-c2ccc([N+](=O)[O-])cc2)o1	0.0	-11	-2	-20	-4	1	0	4	0.8
